# TNAP activators = human TNAP enzyme activators, primary screen, biochemical, luminescent, no phosphate acceptor, uHTS (AID 1001). 200,000 compounds, 0.03% hits. purified TNAP, luminescent activation assay, no phosphate acceptor; higher activation fold means a stronger effect. activation fold at 20 µM; hits with a dose series show EC50 in µM; in the data active = activation fold from about 3, or a potency from the dose series; inactive = the rest, 99 in 100 with activation fold below about 1.6; note: many of its hits are not listed in these tables
# P. falciparum M17LAP = P. falciparum M17LAP inhibitors, primary screen, biochemical, fluorogenic H-Leu-NHMec substrate, 1536-well (AID 1619). recombinant M17LAP, H-Leu-NHMec fluorogenic kinetic assay; higher % means a stronger effect. inhibition, % at 30 µM, or IC50 in µM where a hit was titrated. 220,000 compounds, 0.38% hits;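 active = compound inhibiting the enzyme by more than half at any dose during confirmatory dose-response retesting; inconclusive = strong single-dose inhibitors picked by rank but not retested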;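 note: plate controls were full reaction with DMSO carrier for no effect and no enzyme background for full effect; strong numbers were not always called active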
# P. falciparum M1AAP = malaria alanyl aminopeptidase activity blockers – biochemical, fluorogenic H-Leu-NHMec substrate, 1536-well (AID 1445). recombinant M1AAP, H-Leu-NHMec fluorogenic kinetic assay; higher % means a stronger effect. 220,000 compounds, 0.42% hits. one-dose inhibition, % at 30 µM; IC50 in µM for titrated hits;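 active = primary inhibition above the hit cutoff, then over 50% inhibition at one or more dose response concentrations, cut at about 23% in these data, passing the limit was not always enough; inconclusive = conflicting primary data, or primary hits not chosen for dose response; inactive = low primary inhibition, or under 50% at every dose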;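 note: plate controls were DMSO full reaction for no effect and no enzyme background for full effect; strong numbers were not always called active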
# LYP phosphatase = inhibitors of LYP phosphatase, biochemical, fluorescence intensity, uHTS (AID 1779) | 290,000 compounds, 0.054% hits | recombinant LYP phosphatase, fluorescence intensity; higher % means a stronger effect | inhibition, % at 11.5 µM; hits with a dose series show IC50 in µM;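 note: plate controls were vehicle with enzyme for no effect and no enzyme for full effect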
# PMI inhibitors = inhibitors of human PMI, primary screen, biochemical, fluorescence intensity, coupled assay (AID 1209); 190,000 compounds, 0.42% hits; purified PMI enzyme, coupled fluorescence intensity; higher % means a stronger effect; one-dose inhibition, % at 20 µM; IC50 in µM for titrated hits;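 note: plate controls were DMSO vehicle for no effect and wells lacking substrate for full effect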
# CSM14.1 death rescue = protection against thapsigargin-triggered cell killing – 384-well, CSM14.1, ATP luminescence, primary screen (AID 1222). CSM14.1 thapsigargin-induced death rescue, ATP luminescence; higher % means a stronger effect. one-dose cellular ATP content (survival), % at 20 µM; EC50 in µM for titrated hits. 190,000 tested, under 10 active;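 active = EC50 below 50 µM in the dose-response confirmation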;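 note: death triggered by thapsigargin at about 15 µM added after 2 h compound pretreatment; cell ATP read after overnight thapsigargin exposure of roughly 18 to 22 hours; normalized against plate controls of thapsigargin alone and 5% DMSO vehicle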
# human PMI inhibitors = MPI inhibition at elevated mannose 6-phosphate – biochemical, fluorescence intensity, high mannose 6-phosphate, primary screen (AID 1220); recombinant PMI enzyme, coupled fluorescence intensity; higher % means a stronger effect; 190,000 compounds, 0.66% hits; one-dose inhibition, % at 20 µM; IC50 in µM for titrated hits
# XIAP displacement = small molecules displacing peptide from XIAP – biochemical, IAP family, fluorescence polarization (AID 1018); XIAP BIR domain, fluorescence polarization peptide displacement; higher % means a stronger effect; displacement, % at 20 µM; hits with a dose series show IC50 in µM; 200,000 compounds, 0.007% hits; in the data active = displacement above about 50%; note: a part of the inactive calls stands beside numbers as strong as those of hits
# Myeloid diff 2 = compounds promoting myeloid differentiation | AID 624256 | 360,000 compounds, 1% hits | calls only at 10 µM | ER-HoxA9 myeloid progenitors, lysozyme-GFP differentiation, flow cytometry;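 active = normalized GFP-positive differentiation at or above the plate's own cutoff, the solvent-only control mean plus 3 SD; inconclusive = no clear call, values can overlap the other calls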;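 note: cells exposed to compound for four days before flow analysis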
# Myeloid diff 2 GFP+ MAC1+ % = further read-out of Myeloid diff 2, marked with its call; GFP+ MAC1+ double positive, %; measured here: differentiation confirmed by MAC1 staining
# An asterisk follows results filed as active; i = inactive; ? = inconclusive; nt = no result given; + = active, no number; & = joins results of further samples. Cut-off read from the data, not from the text of the source, unless noted: active = inhibition above about 50%; inactive = the rest.
# Fields: CSM14.1 death rescue | Myeloid diff 2 | Myeloid diff 2 GFP+ MAC1+ % | P. falciparum M17LAP | XIAP displacement | TNAP activators | PMI inhibitors | human PMI inhibitors | LYP phosphatase | P. falciparum M1AAP
COC(=O)c1cccc(NC(=S)N2CCOCC2)c1
  0.9% | i | 0.7 | -11.0% | -15.2% | 1.1 | -2.6% | 52.1%* | -2.5% | -1.5%
O=C(NCc1cccnc1)C(=O)NCC1OCCCN1S(=O)(=O)c1ccc(Cl)cc1 (stereo not drawn)
  -1.5% | i | 0.2 | -3.3% | -7.0% | 1 | -3.1% | 0.5% | 4.7% | 1.0%
Cc1cc2cc3c(cc2nc1SCc1ccc(C(=O)O)cc1)OCCO3
  -2.4% | i | 0.7 | 14.7% | -4.9% | 1.1 | -8.5% | 6.8% | -4.1% | 18.9%
O=C(CCNC(=O)c1ccccc1)OCC(=O)c1cccc(Cl)c1
  1.9% | i | 1.1 | 8.5% | -1.5% | 0.9 | 4.3% | 8.0% | -6.5% | -12.8%
COc1ccc(C2C(C#N)=C(N)SC(N)=C2C#N)cc1OC
  nt | + | 7.5* | 1.1% | 0.5% | 1.3 | -13.4% | -57.7% | -1.6% | 3.4%
CCc1c(O)nc(SCC(=O)Nc2nc3ccccc3s2)n(C2CCCCC2)c1=O
  nt | i | 0.5 | -4.0% | nt | nt | nt | nt | -1.3% | 13.2%
Cc1nnc(SCC(=O)N2CCN(S(=O)(=O)c3ccc(Cl)cc3)CC2)n(N)c1=O
  0.0% | i | 0.8 | 6.5% | -2.6% | 1.1 | 4.4% | 0.9% | -3.2% | -0.9%
Cc1[nH]c2ccccc2c1/C=N/NC(=O)CNC(=O)c1ccco1
  nt | i | 0.1 | 22.2% | nt | nt | nt | nt | 5.0% | 7.2%
Cc1ccc2[nH]c(C(=O)O)c(NC(=O)c3ccccc3[N+](=O)[O-])c2c1
  -2.3% | i | 0.4 | 6.7% | -2.3% | 1.1 | -4.4% | 2.6% | 0.2% | 5.1%
CCN(/N=C/c1ccc(N(C)C)cc1)c1nc2ccccc2[nH]1
  0.7% | i | 0.1 | -0.1% | -10.9% | 1.1 | 29.5% | 16.5% | 0.0% | 10.6%

# Entries above that contain a Cl atom, in the order listed:
# Fields: CSM14.1 death rescue | Myeloid diff 2 | Myeloid diff 2 GFP+ MAC1+ % | P. falciparum M17LAP | XIAP displacement | TNAP activators | PMI inhibitors | human PMI inhibitors | LYP phosphatase | P. falciparum M1AAP
O=C(NCc1cccnc1)C(=O)NCC1OCCCN1S(=O)(=O)c1ccc(Cl)cc1 (stereo not drawn)
  -1.5% | i | 0.2 | -3.3% | -7.0% | 1 | -3.1% | 0.5% | 4.7% | 1.0%
O=C(CCNC(=O)c1ccccc1)OCC(=O)c1cccc(Cl)c1
  1.9% | i | 1.1 | 8.5% | -1.5% | 0.9 | 4.3% | 8.0% | -6.5% | -12.8%
Cc1nnc(SCC(=O)N2CCN(S(=O)(=O)c3ccc(Cl)cc3)CC2)n(N)c1=O
  0.0% | i | 0.8 | 6.5% | -2.6% | 1.1 | 4.4% | 0.9% | -3.2% | -0.9%

# (cont.)
# Fields: CSM14.1 death rescue | Myeloid diff 2 | Myeloid diff 2 GFP+ MAC1+ % | P. falciparum M17LAP | XIAP displacement | TNAP activators | PMI inhibitors | human PMI inhibitors | LYP phosphatase | P. falciparum M1AAP
CCC(CC)C(=O)N1CCCC(c2nc(-c3cccs3)no2)C1 (stereo not drawn)
  -0.6% | i | 1.5 | 5.6% | -0.3% | 1.1 | 3.6% | 2.7% | 1.0% | 0.3%
CCOC(=O)c1sc(NC(=O)COC(=O)C(CCSC)NC(C)=O)nc1C (stereo not drawn)
  -0.7% | i | 0.3 | 3.5% | -1.9% | 1.1 | 21.8% | 5.4% | -4.7% | -0.2%
OC1CCCCC1Sc1nc2ccccc2s1 (stereo not drawn)
  -0.9% | i | 2.8 | 18.6% | -1.8% | 1.1 | 2.8% | 1.6% | -2.9% | -3.3%
COc1ccc(C2=NN(C(N)=S)C(c3ccccc3)C2)cc1 (stereo not drawn)
  -2.3% | i | 0.4 | 12.8% | -1.6% | 1 | -17.4% | -12.4% | 4.6% | 5.2%
Cc1cccc(N2CC(C(=O)O)CC2=O)c1 (stereo not drawn)
  3.1% | i | 1.0 | 2.0% | -3.8% | 1.1 | 7.5% | 1.4% | 1.0% | -2.7%
O=C(Cn1cnc2cc([N+](=O)[O-])ccc2c1=O)NC1CCS(=O)(=O)C1 (stereo not drawn)
  -1.0% | i | 0.5 | 30.8% | -10.6% | 1 | -4.6% | 22.3% | -3.4% | 6.4%
Nc1c(S(=O)(=O)c2ccccc2)c2nc3ccccc3nc2n1CCN1CCOCC1
  -2.1% | i | 0.3 | -3.9% | -5.9% | 1.1 | 2.6% | 5.1% | -10.6% | -2.4%
C/C(N)=C(/C#N)C(=O)CSc1nc2ccccc2c(=O)n1CCCOC(C)C
  0.7% | i | 0.2 | -10.5% | -17.6% | 1 | 5.2% | 3.6% | -7.3% | 7.7%
CN(C)/C=C1\C(=O)N(c2ccc(F)cc2F)C(c2cccnc2)S1(=O)=O (stereo not drawn)
  nt | i | 0.8 | -2.2% | nt | nt | nt | nt | -3.9% | -1.8%
O=C(CCSCc1ccc(Cl)cc1)NCCC1=CCCCC1
  -0.7% | i | 0.5 | 0.7% | -10.4% | 1 | 25.8% | 17.6% | -3.4% | 1.1%
COc1ccc(-n2c3c(cc(C(=O)N4CCCCC4)c2=O)C(=O)CC(C)(C)C3)cc1
  0.9% | i | 1.2 | -3.6% | -6.7% | 1.1 | 12.9% | 10.5% | 4.0% | 0.8%
CCN(CC)S(=O)(=O)c1cccc(C(=O)N/N=C/c2ccc(O)c(O)c2O)c1
  -5.0% | i | 1.8 | 28.1% | -3.6% | 1.1 | 77.7%* | 5.36µM* | 7.0% | 8.8%
CCCCNC(=O)c1ccc(CNc2c(N3CCC(C(=O)OCC)CC3)c(=O)c2=O)cc1
  -0.2% | i | 0.4&0.6 | 6.9% | -1.5% | 1.1 | -4.7% | -4.2% | -0.1% | -2.1%
COC(=O)CC1Oc2ccc(C)cc2NC1=O (stereo not drawn)
  -1.9% | i | 1.4 | -0.8% | -7.1% | 1.1 | 13.4% | 18.1% | -9.7% | 0.8%
CCc1ccc(CNCCNCC(C)O)cc1 (stereo not drawn)
  -1.2% | i | 2.7 | 1.0% | -1.1% | 1 | 6.5% | 0.4% | -7.0% | 1.3%
Nc1nc(SCCN2C(=O)c3ccccc3C2=O)n[nH]1
  1.6% | i | 2.0 | 9.8% | -5.4% | 1.1 | -9.8% | -10.5% | -9.4% | 0.2%
Cc1ccccc1Nc1ncccc1C(=O)N1CCOCC1
  0.4% | i | 0.8 | 3.8% | -2.4% | 1.1 | 0.0% | -9.3% | -4.1% | 3.3%
Cc1cc(NC(=O)c2ccc(NC(=O)C(C)Oc3ccccc3)cc2)no1 (stereo not drawn)
  -4.0% | i | 8.2 | -5.5% | -4.2% | 1 | 4.9% | 1.6% | -3.8% | 3.7%
CCOc1ccccc1N1CCN(CC(=O)Nc2nnc(CC)s2)CC1
  -1.8% | i | 1.5 | 5.1% | -5.5% | 1.1 | -9.3% | -13.0% | -6.7% | 10.9%
O=C(Cc1cccs1)Nc1nnc(Cc2ccc(F)cc2)s1
  -0.8% | nt | nt | -6.5% | -6.0% | 1 | 0.9% | 0.6% | -5.7% | 0.0%
O=C(CSc1nc2ccccc2o1)Nc1ccccc1
  -2.7% | i | 0.6 | 5.3% | -4.9% | 1.1 | -1.8% | -3.8% | -7.1% | 11.9%
CCc1ccc(S(=O)(=O)NCCc2csc(-c3ccccc3)n2)s1
  -2.8% | i | 5.2 | -14.7% | 0.0% | 1.1 | 15.8% | 15.6% | 7.3% | 7.2%
CC(C)(C)C(=O)/C=C(\N)c1ccccn1
  -3.7% | + | 0.9* | 2.3% | -3.2% | 1.1 | -7.5% | -15.8% | 3.1% | 3.8%
COc1ccc(NC(=O)CNC(=O)c2c(C)nn(C)c2Cl)cc1
  -1.0% | i | 0.6 | -0.3% | -5.4% | 1.1 | 0.0% | -1.9% | -0.9% | -2.5%
COc1ccccc1NCCC(=O)OCC(=O)NC1CCCCCC1
  -2.1% | i | 0.3 | 3.8% | -3.5% | 1.3 | 9.8% | -0.4% | -1.1% | -5.2%
COc1ccc(CCNC(=O)c2ccc(CN3CCC(Cc4ccccc4)CC3)cc2)cc1OC
  0.0% | i | 0.6 | 2.7% | -6.2% | 1.2 | 3.2% | 1.2% | -3.1% | 9.4%
CCN(CC)S(=O)(=O)c1cc(NC(=O)C(C)N(C)CC(=O)Nc2c(C)cccc2C)ccc1C (stereo not drawn)
  -1.0% | i | 0.4 | 1.3% | -2.8% | 1.2 | 11.6% | -0.9% | 3.0% | -1.4%
Cc1ccc2c(c1)NC(=O)C(CC(=O)Nc1ccc(CN3CCC(C)CC3)cc1)O2 (stereo not drawn)
  -0.3% | i | 2.0 | 1.1% | -5.2% | 1.1 | 7.5% | 19.4% | -9.6% | 4.1%
CCOc1ccc2nnc(-c3ccc(Br)cc3)n2n1
  -1.6% | i | 0.2 | 22.6% | -0.8% | 1.1 | -5.3% | -6.7% | -10.1% | 1.4%
COc1ccc(-c2cc(C#N)nc(N3CCNCC3)n2)cc1
  -2.3% | i | 0.7 | -5.9% | -8.8% | 0.9 | -13.9% | -14.8% | -17.5% | -3.8%
O=C(N/N=C/c1ccc(OCc2ccc(F)cc2)cc1)c1ccccc1
  -1.4% | i | 0.5 | 14.7% | -8.2% | 1 | -16.7% | -19.6% | -13.2% | 13.2%
COc1ccccc1C1=NOC(CN2C(=O)c3ccccc3S2(=O)=O)C1 (stereo not drawn)
  nt | i | 0.5 | 15.0% | nt | nt | nt | nt | -6.2% | 4.1%
S=C(NCc1ccco1)Nc1ccccc1Cl
  nt | i | 0.7 | 2.1% | nt | nt | nt | nt | -3.9% | 4.0%
Cc1c(C(=O)N2CCCCC2)sc(N)c1C#N
  1.2% | i | 0.8 | 2.6% | -11.3% | 1 | 8.9% | 13.0% | -3.5% | 1.6%
COCCNC(=O)C(c1ccc(O)cc1)N(Cc1ccco1)C(=O)CCC(=O)Nc1nccs1 (stereo not drawn)
  -1.3% | i | 0.7 | -2.7% | 0.1% | 1.1 | 10.2% | 7.3% | -5.1% | 2.7%
O=C1CN(c2nc(-c3cccnc3)nc3scc(-c4ccccc4)c23)CCN1
  -0.2% | i | 0.9 | 8.3% | -3.8% | 1 | -20.4% | -14.5% | -2.7% | 3.7%
CC(SC#N)C(=O)C12CC3CC(CC(C3)C1)C2 (stereo not drawn)
  -1.6% | ? | nt | -2.5% | -11.7% | 1 | 4.4% | 3.5% | -0.2% | 0.0%
COCCn1nnnc1C(c1cccc(C#N)c1)N1CCCCCC1 (stereo not drawn)
  -0.7% | i | 4.7 | 12.4% | 2.2% | 1.1 | -4.2% | -9.5% | -11.5% | 0.8%

# Screens as filed in PubChem.
